H9c2 protect: protects H9c2 cardiomyocytes from peroxide injury; H2O2 injury protection, ATPLite, 2 h; protection from H2O2 cell death, % at 20 µM; 360,000 tested, 0.63% active; AID 588492;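 active = compounds giving at least 50% protection of heart cells from peroxide-induced death in the single-dose screen, raw or plate-pattern-corrected value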;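 also: 0% = DMSO wells with peroxide and 100% = DMSO wells without peroxide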
HTR2A ag: agonists of mouse serotonin 5-HT2A receptor (HTR2A); CHO-K1 mHTR2A beta-arrestin complementation, luminescence; percent of 30 µM serotonin response; 360,000 tested, 0.66% active; activation, % at 7.6 µM; P35363;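 active = activation above a run cutoff, the mean activation of all tested compounds plus 3 SD, cut at about 14% in these data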;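 also: 0% = plate median of compound wells and 100% = 30 µM serotonin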
Target sequence (P35363 whole entry, looked up): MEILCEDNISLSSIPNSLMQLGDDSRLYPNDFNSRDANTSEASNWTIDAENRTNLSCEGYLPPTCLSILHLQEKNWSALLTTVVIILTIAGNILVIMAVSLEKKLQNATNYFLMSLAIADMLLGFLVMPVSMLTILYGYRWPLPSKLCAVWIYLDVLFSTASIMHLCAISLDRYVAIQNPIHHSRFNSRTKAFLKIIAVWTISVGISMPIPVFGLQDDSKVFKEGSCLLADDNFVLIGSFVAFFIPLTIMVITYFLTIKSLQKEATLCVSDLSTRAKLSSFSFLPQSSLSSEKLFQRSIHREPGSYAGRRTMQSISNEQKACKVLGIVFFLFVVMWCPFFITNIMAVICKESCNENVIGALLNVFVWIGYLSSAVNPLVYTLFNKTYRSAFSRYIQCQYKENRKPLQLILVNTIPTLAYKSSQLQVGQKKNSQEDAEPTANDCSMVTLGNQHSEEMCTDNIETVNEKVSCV
MC4R ag barr: activates human MC4R beta-arrestin recruitment; P32245; AID 540308; activation, % at 8.9 µM; U2OS MC4R beta-arrestin complementation, luminescence; percent of melanotan II response, DMSO zero; 360,000 tested, 0.98% active;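 active = activation above a per-plate cutoff, the mean activation of sample wells on that plate plus 3 SD, cut at about 8% in these data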
Target sequence (P32245 whole entry, looked up): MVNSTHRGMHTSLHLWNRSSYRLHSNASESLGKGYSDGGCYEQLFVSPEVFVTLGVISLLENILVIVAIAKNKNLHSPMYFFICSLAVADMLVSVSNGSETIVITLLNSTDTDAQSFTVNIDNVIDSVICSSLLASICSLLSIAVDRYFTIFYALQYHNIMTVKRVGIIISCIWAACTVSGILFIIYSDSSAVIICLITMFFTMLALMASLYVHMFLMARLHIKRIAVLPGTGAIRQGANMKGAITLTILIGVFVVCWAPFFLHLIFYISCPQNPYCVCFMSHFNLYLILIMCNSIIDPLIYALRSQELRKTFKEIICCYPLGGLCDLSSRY
Granule exo inh: lytic granule exocytosis inhibition; 360,000 tested, 0.66% active; AID 651702; TALL-104 LAMP-1 surface exposure, flow cytometry; cells stimulated with thapsigargin and PMA; inhibition, % at 10 µM;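 active = inhibition above about 55%, limit read from the data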
ABHD5-PLIN5 inh: blocks binding of human ABHD5 to perilipin-5; Q00G26+Q8WTS1; Split G. princeps luciferase complementation, luminescence, 4 h; inhibition, % at 4 µM; 360,000 tested, 0.78% active;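 active = inhibition above the mean inhibition across every tested compound plus 3 SD, cut at about 22% in these data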;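 also: 0% = DMSO only wells and the 100% control is not disclosed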
hiPSC survival: increases survival of single human iPS cells | hiPSC single-cell survival, ATPlite luminescence; 100% = ROCK inhibitor wells, 0% = DMSO | survival enhancement, % at 20 µM | 360,000 tested, 0.044% active | AID 602274; in the data active = survival enhancement above about 18%;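 also: cells exposed to compounds for 16 hours before the ATP read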
MC4R antagonist: human MC4R antagonism in cAMP assay; inhibition, % at 6.5 µM; 360,000 tested, 0.48% active; P32245; MC4R-expressing cells, MTII-stimulated cAMP, LANCE TR-FRET;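 active = inhibition above its plate's cutoff, the mean of tested wells on that plate plus 3 SD, cut at about 29% in these data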;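 also: 0% = Melanotan II alone and 100% = Melanotan II plus saturating MCL0020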
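System: U2OS cells stably expressing human melanocortin 4 receptor (MC4R). Reagent: Melanotan II challenge after compound preincubation. Doses: 6.5 µM. Times: 30-min compound, 1-h challenge, 1-h detection, room temperature. Measured by: TR-FRET with Eu-cAMP and labeled anti-cAMP, 671 nm. Replicates: singlicate.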
aDG glyco act: alpha-DG glycosylation activation; 360,000 tested, 0.22% active; activation, % at 10 µM; AID 624168; Pro5-aDG cells, alpha-DG glycosylation AlphaScreen (IIH6); 0% Pro5, 100% B10-LARGE cell signal;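 active = activation of at least 8% versus controls, or a plate z-score of at least 8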;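 also: Pro5 are CHO cells carrying HIG-tagged alpha-DG that lacks glycosylation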
Glyco luc inh: blocks N-linked glycosylation in D54 reporter cells; reporter increase, % at 12.5 µM; 360,000 tested, 0.23% active; D54 ERlucT glycosylation luciferase reporter, 24 h; percent of 100 nM tunicamycin response;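 active = mean luciferase reporter signal, scaled so untreated is 0 and the glycosylation-blocking control 100, at or above a set limit in every replicate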;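 also: luciferase carries N-glycosylation sites so blocking glycosylation raises the light; 0% = median of neutral control wells and 100% = median of 100 nM tunicamycin wells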
ABCB6 inh MLPCN: inhibitors of human ABC transporter ABCB6; Q9NP58; K562-ABCB6 porphyrin accumulation, flow cytometry, 1 h; active compounds read low; fluorescence ratio to DMSO, % at 10 µM; 360,000 tested, 0.19% active; AID 602162;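 active = fluorescence ratio to DMSO below 75%, the collection mean minus 3 SD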;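 also: signal is porphyrin accumulated inside mitochondria; 100% equals median channel fluorescence of DMSO control wells; lower ratio means ABCB6 inhibition with less porphyrin fluorescence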
* marks the source's active call; other numbers are inactive results; . = no result given.

SMILES	H9c2 protect	HTR2A ag	MC4R ag barr	Granule exo inh	ABHD5-PLIN5 inh	hiPSC survival	MC4R antagonist	aDG glyco act	Glyco luc inh	ABCB6 inh MLPCN
Cc1ccc(-n2c(=O)cc(N3CC(C)OC(C)C3)[nH]c2=O)cc1 (stereo not drawn)	3.0	4.9	0.7	0.2	19.3	1.6	2.5	-0.3	1.3	102.0
CCc1c(C(=O)N2CCN(c3ccccc3F)CC2)[nH]c(C)c1C(C)=O	-1.6	-5.2	-0.6	-2.1	7.2	-0.4	11.9	0.4	-0.8	102.0
Cc1c(C(=O)NCCNc2ncc(C(F)(F)F)cc2Cl)cccc1[N+](=O)[O-]	0.5	-6.7	-0.1	-4.3	2.4	0.8	1.4	0.1	2.1	99.0
CCOC(=O)N1CCN(C(=O)CSc2nnc(-c3ccccc3OC)o2)CC1	1.6	8.1	0.0	-2.8	4.6	-0.8	2.6	0.1	0.2	107.0
CN(C)CC1CCCCC1OC(=O)/C=C/c1ccccc1 (stereo not drawn)	-0.9	-9.3	-1.1	-11.5	-4.7	-0.5	-1.1	0.0	-2.4	87.0
Cc1cc(=O)[nH]c(-c2ccccc2O)n1	14.1	4.7	-1.6	0.8	1.4	-2.3	-3.7	-0.3	0.6	101.0
CNc1ccc(OC(F)F)cc1C(=O)c1ccccc1	-5.3	-8.5	-2.3	-2.0	-3.4	6.7	7.8	0.0	2.0	96.0
COc1ccc(C(=O)NC(=S)Nc2cccnc2)cc1Cl	1.0	5.3	0.0	-7.3	9.0	0.7	-2.6	0.2	1.1	100.0
O=C(Nc1nnc(C2CC2)s1)C1Cc2ccccc2CN1S(=O)(=O)c1ccccc1F (stereo not drawn)	4.9	-4.6	-1.1	2.0	0.5	-0.2	21.1	0.1	-1.3	103.0
CCCOC(=O)CCCCC1SCC(NC(=O)OC)C1NC(=O)OC (stereo not drawn)	-2.5	1.3	-0.5	-2.0	-5.9	0.5	0.7	-0.1	2.2	100.0
O=C(CNC(=O)c1ccc(Cl)cc1)NCCCn1ccnc1	-8.4	2.2	2.1	0.1	-5.0	-0.8	13.6	0.0	1.8	87.0
COc1cccc(CN2CC(C(=O)NCCOc3cccnc3)CCC2=O)c1 (stereo not drawn)	1.5	-1.6	2.1	1.0	11.2	0.0	8.5	-0.5	1.8	96.0
CCN(CC(=O)NCc1cccs1)C(=O)c1cccc(S(=O)(=O)Nc2ccc(C)cc2)c1	-2.5	7.7	-1.1	-1.8	4.4	0.5	8.2	-0.1	-1.0	92.0
O=[N+]([O-])c1ccc(/C=N/n2c(-c3cccnc3)n[nH]c2=S)cc1	0.4	1.7	-1.8	0.9	-3.7	1.7	7.6	0.1	1.5	99.0
Cc1ccc(S(=O)(=O)N2CC(O)C[C@H]2C(=O)OCC(=O)Nc2ccc(N3CCCCC3)cc2)cc1C (stereo partly drawn)	-5.8	-1.4	-1.1	2.9	9.4	0.1	-12.5	-0.3	-3.2	95.0
COc1cccc(CN2CC(C(=O)NCc3ccc(Cl)s3)CCC2=O)c1 (stereo not drawn)	3.1	2.9	-1.1	0.0	2.6	-0.5	4.8	0.0	2.5	102.0
CSCCC(NC(=O)c1ccc([N+](=O)[O-])cc1Cl)C(=O)OCC(=O)NCCCc1ccccc1 (stereo not drawn)	-7.0	-2.6	6.7	34.6	12.4	-0.9	37.1*	0.9	-7.9	101.0
Cc1cccc(CNc2ncnc3ccc(-c4ccc5c(c4)OCO5)cc23)c1	-5.5	-1.5	2.7	-11.6	-11.5	-1.2	-4.0	-0.2	-5.4	96.0
CCOC(=O)c1ccc(NC(=O)CSc2nnc(C3CC3)n2C)cc1	2.0	-0.1	0.8	0.5	3.8	2.3	4.3	0.0	-1.0	113.0
Cc1ccc(NS(=O)(=O)c2ccc(C(=O)NCc3ccncc3)cc2)cc1	-10.0	1.3	-2.6	-1.1	-0.1	-0.3	3.0	0.0	-1.4	101.0
COc1ccc(C(=O)NC(=S)Nc2cccnc2)cc1OC	-5.4	-2.4	-1.3	0.6	13.9	0.4	-9.7	0.4	1.1	92.0
Cc1ccc(-c2csc3nc[nH]c(=S)c23)cc1	42.7	-2.8	-2.7	-5.7	-3.0	3.8	13.3	1.4	-5.3	101.0
Nc1cc(N2CCCCC2)c(Cl)cc1[N+](=O)[O-]	-3.9	-1.8	3.0	-0.5	0.7	4.2	4.9	0.0	4.4	103.0
CCOC(=O)Cc1csc(SCC(=O)Nc2sc3c(c2C(N)=O)CCC3)n1	-0.8	-3.1	0.0	-2.4	-2.3	1.0	16.7	-0.4	2.6	98.0
CCOc1ccc2nc(SCC(=O)NC3CCCCC3)[nH]c2c1	-4.2	2.2	-0.7	-1.4	3.0	0.3	4.3	0.1	-1.0	89.0
CCCc1c(C(=O)N/N=C/c2sccc2C)nnn1-c1nonc1N	-4.3	-0.8	3.2	-10.2	2.6	-0.2	26.8	0.3	0.2	112.0
CC(CCc1ccccc1)NCC#N (stereo not drawn)	-0.8	2.1	3.1	-2.5	-5.5	-0.4	25.9	0.0	-1.0	100.0
OC1(c2ccccc2F)CCN(Cc2nnnn2Cc2ccc(F)cc2)CC1	6.7	1.1	-2.5	-1.7	-6.8	1.3	-6.9	0.2	-3.6	101.0
Oc1ccc(C[C@@H]2CNCCN2CCc2cc(C(F)(F)F)cc(C(F)(F)F)c2)cc1	-7.9	-1.2	4.6	9.0	6.8	-2.1	-0.1	0.7	-3.6	100.0
CCOC(=O)C1=CC[C@@H](c2ccccc2)N(S(=O)(=O)c2ccc(C)cc2)[C@H]1C=C(C)C	-5.7	0.0	.	7.8	-1.0	1.1	.	-0.2	-6.0	98.0
CCC(=O)Nc1ccccc1C(=O)OC(c1ccccc1)c1ccccc1	-10.4	-3.1	1.6	2.0	-6.5	1.7	13.7	0.1	-6.4	101.0
Cc1nc(C/C(=N\N)c2ccc(O)cc2O)cs1	-0.9	1.5	0.2	1.1	-4.2	-0.8	2.7	0.1	-1.0	96.0
CN(C)CC(=O)Nc1ccc(Oc2ccc(Cl)cc2)cc1	6.5	-4.2	-1.3	1.1	12.3	-1.1	-8.1	0.1	-6.2	106.0
COc1cc(S(=O)(=O)Nc2ccc3c(c2)C(=O)N(C)C3=O)ccc1NC(C)=O	4.0	7.1	-1.2	-4.3	3.1	1.8	0.4	0.2	0.7	100.0
Cc1noc(/C=C/N(C)C)c1S(=O)(=O)N1CCC(C(=O)Nc2ccc(Cl)cc2)CC1	-0.9	0.5	-3.0	2.1	-5.0	-0.5	9.2	8.6*	-2.1	98.0
COc1ccc(CCNC(=O)CCS(=O)(=O)Cc2ccccc2C)cc1OC	7.0	3.9	-1.0	0.4	-7.8	-0.7	5.7	0.1	0.0	98.0
Cc1cc(C)c(-c2cc(C)nc3ncnn23)c(C)c1	3.6	-1.0	-0.9	-1.5	-2.7	-0.2	0.6	0.0	0.3	94.0
CCOc1ccc(NC(=O)C2CC(=O)N(CC)C(=Nc3ccc4c(c3)OCO4)S2)cc1 (stereo not drawn)	19.5	1.4	2.8	-3.6	-3.6	4.6	4.3	-0.2	-3.1	95.0
CC1C(=O)N2CCCc3cc(S(=O)(=O)NCc4ccc(Cl)cc4)cc1c32 (stereo not drawn)	-5.1	0.5	-2.9	-3.4	-5.6	0.0	4.1	0.1	0.5	96.0
CC(=O)NC(CCS(C)(=O)=O)C(=O)Nc1cc(C)on1 (stereo not drawn)	0.1	-3.4	0.3	-2.2	-6.1	1.3	-8.0	-0.2	-0.3	101.0
Cc1ccccc1-c1cc(C(=O)NCc2ccco2)nn1CC1CC(c2cccc([N+](=O)[O-])c2)=NO1 (stereo not drawn)	12.7	-5.9	-3.1	12.9	6.7	1.3	12.2	0.0	-0.7	93.0
COC(=O)C1=C(C)N(Cc2ccccc2)C(=NCC2CC2)N[C@H]1c1ccccc1	-8.0	-0.4	1.2	-5.3	4.4	-3.2	7.7	0.1	-2.8	110.0
Cc1ccc(/C=C/C(=O)c2cc(Br)ccc2OC(=O)c2ccco2)cc1	-5.6	4.0	-1.2	2.6	73.5*	-0.4	-14.5	-0.3	13.5	88.0
O=C(CSc1ccccc1)Nc1ccc2sccc2c1	-4.9	-1.5	-1.2	-0.6	-2.0	-0.3	0.0	-0.1	-2.4	97.0
CC(C)CC1C(C#N)=C(N)Oc2n[nH]c(-c3ccccc3)c21 (stereo not drawn)	7.3	3.4	-0.7	-2.9	-9.2	-1.8	1.4	0.2	-1.8	98.0
COc1cc(/C=N/NC(=O)c2cc(C)n(-c3ccc(F)cc3)c2C)cc(OC)c1O	-8.5	0.7	2.8	0.3	-13.2	0.9	6.2	-0.4	-4.9	101.0
CCCCn1c(=O)c2ccccc2c2ccccc2c1=O	10.3	-2.2	6.0	1.1	-1.1	1.0	6.9	-0.3	-0.5	94.0
CC[C@]12c3[nH]c4ccccc4c3CCN1C(=O)C(CC(=O)NCCCN(C)C)C[C@@H]2C(=O)N1CCN(C(=O)C2CC2)CC1 (stereo partly drawn)	10.7	6.9	0.2	-4.8	3.4	-0.8	0.0	-0.4	0.0	105.0
O=c1[nH]c(CN2CCN(c3ccccc3)CC2)nc2scc(-c3ccccc3)c12	-4.8	5.4	-0.5	2.2	-4.2	-1.7	0.0	0.0	-5.6	112.0
O=C(Nc1cccnc1)C1CCCN(S(=O)(=O)c2cccc3nsnc23)C1 (stereo not drawn)	0.3	-1.4	-1.8	2.5	-3.4	-2.0	-0.9	0.4	-0.1	89.0
COc1ccc(C(=O)CCN2CCN(c3ccc(OC)cc3)CC2)cc1	-20.5	-5.5	-1.3	101.2*	-6.4	-0.3	20.9	0.5	-2.3	106.0
O=C(Nc1ccc2c(c1)OCCO2)c1ccc(Cl)cc1	-20.5	1.7	-1.1	1.4	0.2	-0.9	-4.4	0.0	-15.2	97.0
O=C(COC(=O)CCc1c[nH]c2ccccc12)NC1CCS(=O)(=O)C1 (stereo not drawn)	-7.5	0.9	0.4	-3.1	0.6	1.5	0.6	-0.1	-1.5	95.0
CC(=O)N1c2ccc(S(=O)(=O)NCCC(=O)Nc3cccc(Cl)c3)cc2CC1C (stereo not drawn)	-2.3	-2.2	0.7	9.7	4.4	0.9	-3.7	-0.6	-0.3	84.0
O=C(OCCN=C1NS(=O)(=O)c2ccccc21)c1ccccc1	-4.8	-4.2	3.2	-3.9	2.0	1.3	4.8	0.9	0.4	96.0
COCc1cc(=O)[nH]c(-c2ccccc2OC(F)(F)F)n1	-2.7	-0.4	-3.1	-2.3	-4.5	-0.1	-1.0	-0.1	1.2	103.0

Not a hit list, and some 4.5% of all compounds hit somewhere here.
